# Screening results from PubChem BioAssay.
# TAAR1 ag: human TAAR1 agonists, primary screen, Fluo-8 calcium fluorescence, CHO RD-HGA16 cells; 0.99% of 360,000 active; vehicle wells 0%, saturating PEA agonist 100%; AID 624467, 2012; activation, % at 3 µM; Trace amine-associated receptor 1 (Homo sapiens), Q96RJ0;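 active = activation above the mean activation of all test compounds in the run plus 3 SD, cut at about 38% in these data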
#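 Assay system – CHO-derived RD-HGA16 cells with stable Gα16 and human TAAR1 · Compound dosing – one-point dosing at 3 µM (nominal) · Incubation – 17-24 h seeding, 75 min 37 °C dye, 30 min RT · Measured by – kinetic Fluo-8 calcium fluorescence · Control set – DMSO vehicle as 0%, PEA at EC100 as 100% · Repeats – single well for each compound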
# CHRM1 antagonist: human M1 muscarinic receptor antagonists, primary screen, CHO-K1 cells, Fluo-8 calcium fluorescence, 1536-well | CHO-K1 hM1, ACh EC80 antagonist | inhibition, % at 3 µM | 1.3% of 360,000 active | AID 588852, 2011;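 active = percent inhibition above its own plate's cutoff, namely the mean of that plate's compound wells plus 3 SD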;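 note: peak over basal fluorescence ratio during 140 s after agonist addition; 0% = ACh EC80 plus DMSO and 100% = DMSO alone without agonist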
# Target sequence (P11229 whole entry, looked up): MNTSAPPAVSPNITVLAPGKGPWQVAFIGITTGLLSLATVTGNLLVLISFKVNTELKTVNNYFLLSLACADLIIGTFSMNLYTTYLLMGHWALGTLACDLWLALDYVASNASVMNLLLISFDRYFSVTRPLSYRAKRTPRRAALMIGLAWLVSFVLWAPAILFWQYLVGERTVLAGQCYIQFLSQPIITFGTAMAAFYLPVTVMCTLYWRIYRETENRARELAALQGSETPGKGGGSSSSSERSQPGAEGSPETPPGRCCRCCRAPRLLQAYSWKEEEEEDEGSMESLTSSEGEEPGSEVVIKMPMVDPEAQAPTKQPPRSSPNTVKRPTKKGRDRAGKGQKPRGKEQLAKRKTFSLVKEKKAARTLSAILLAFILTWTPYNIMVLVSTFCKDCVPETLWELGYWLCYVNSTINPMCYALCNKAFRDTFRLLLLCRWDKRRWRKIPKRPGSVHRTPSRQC
# M1 ag: human M1 muscarinic receptor agonists, primary screen, Fluo-8 calcium fluorescence, CHO-K1 cells, HTS. AID 588814, 2011. 0.33% of 360,000 active. activation, % at 3 µM. Muscarinic acetylcholine receptor M1 (Homo sapiens), P11229. CHO-K1 hM1, agonist mode; 0% DMSO, 100% acetylcholine EC100;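 active = activation above the run's mean compound activation plus 3 SD, cut at about 16% in these data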;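 note: peak over basal fluorescence ratio within a 140 s kinetic read after compound addition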
# TAAR1 antag: human TAAR1 antagonists, primary screen, Fluo-8 calcium fluorescence, CHO RD-HGA16 cells; Trace amine-associated receptor 1 (Homo sapiens), Q96RJ0; antagonist; inhibition, % at 3 µM; 1.5% of 360,000 active; AID 624466, 2012;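 active = inhibition above a per-plate cutoff, the mean inhibition of test compounds on that plate plus 3 SD, cut at about 49% in these data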;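 note: 0% = DMSO plus EC80 beta-PEA response and 100% = DMSO alone without agonist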
#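 Test system: RD-HGA16 CHO cells with stable hTAAR1 and Gα16 / Probe or stimulus: EC80 β-phenethylamine stimulus / Times: seeding 17-24 h prior, 75-min 37 °C, 30-min RT dye loading / Detection: Fluo-8 calcium-sensitive fluorescence / Read-out basis: % inhibition scaled between DMSO and EC80 PEA controls / Repeats: singlicate, one well per test compound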
# OXTR agonist: human OXTR agonists, primary screen, fluorescence, CHO-OTR cells, Fluo-8 calcium; Fluo-8 calcium fluorescence; normalized: DMSO 0%, oxytocin 100%; activation, % at 3 µM; 0.32% of 320,000 active;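 active = activation above the mean of all tested compounds plus 3 SD, cutoff set per screening run, cut at about 20% in these data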;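 note: peak over basal fluorescence ratio from a 100 s FLIPR kinetic read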
# Target sequence (P30559 whole entry, looked up): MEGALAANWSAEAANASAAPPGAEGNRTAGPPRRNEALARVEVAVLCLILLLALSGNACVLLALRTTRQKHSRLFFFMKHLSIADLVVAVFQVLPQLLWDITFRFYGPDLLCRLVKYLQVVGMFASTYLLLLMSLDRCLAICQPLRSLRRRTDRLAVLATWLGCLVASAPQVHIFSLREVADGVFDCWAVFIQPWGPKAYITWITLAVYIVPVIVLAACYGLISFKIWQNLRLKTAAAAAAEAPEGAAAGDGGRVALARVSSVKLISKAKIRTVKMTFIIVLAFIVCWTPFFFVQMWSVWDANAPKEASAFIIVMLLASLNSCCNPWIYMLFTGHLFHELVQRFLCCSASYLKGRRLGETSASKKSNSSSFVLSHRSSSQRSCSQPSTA
# CHRM1 PAM: human M1 muscarinic receptor positive allosteric modulators, primary screen, CHO-K1 cells, Fluo-8 calcium fluorescence, 1536-well; Muscarinic acetylcholine receptor M1 (Homo sapiens), P11229; CHO-K1 hM1, ACh EC20; 0% = ACh EC20, 100% = maximal ACh; activation, % at 3 µM; 0.088% of 360,000 active; AID 588819, 2011; in the data active = activation above about 19%, passing the limit was not always enough
# V1aR counter: agonists of human V1a receptor, primary screen, counter-screen for OXTR agonist project, fluorescence, CHO-V1R cells. Vasopressin V1a receptor (Homo sapiens), P37288. Fluo-8 calcium fluorescence, agonist mode; 0% DMSO, 100% 3 nM vasopressin. activation, % at 3 µM. 0.25% of 320,000 active. AID 2797, 2010;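 active = activation above the mean activation of all tested compounds plus 3 SD, per screening run, cut at about 20% in these data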;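 note: signal is peak over basal fluorescence ratio across a 100 second FLIPR read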
# OXTR potentiator: human OXTR potentiators, primary screen, fluorescence, CHO-OTR cells, Fluo-8 calcium; Fluo-8 calcium fluorescence, potentiator mode; 0% = oxytocin EC15, 100% = EC100; 0.061% of 320,000 active; AID 2445, 2010; activation, % at 3 µM;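 active = activation above that plate's cutoff, the mean activation of tested compounds plus 3 SD, cut at about 6.6% in these data, passing the limit was not always enough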;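 note: 100% uses oxytocin at 75 nM as the full agonist control; some results filed as inactive read as strong as hits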
#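 Assay system: CHO-OTR cells, human receptor / Also added: oxytocin at about EC15, sub-maximal agonist stimulus / Dosing: single dose, 3.0 µM nominal final compound concentration / Incubation: 6 min pre-incubation, 100 s read / Technique: Fluo-8 calcium dye fluorescence / Read-out: % activation vs EC15 and EC100 oxytocin / Benchmarks: EC15 oxytocin low, 75 nM oxytocin high / Replicates: singlicate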
# CHO parental Ca: ATP-evoked calcium signal inhibitors, parental CHO, primary screen, counter-screen for OX1R antagonist project, cell-based, fluorescence, Fluo-8 calcium dye; parental CHO-K1, ATP-induced calcium, Fluo-8 fluorescence; inhibition, % at 5.6 µM; 0.63% of 330,000 active; AID 463079, 2010;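 active = inhibition above that plate's mean sample inhibition plus 3 SD, cut at about 26% in these data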;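 note: 0% = ATP-challenged DMSO wells and 100% = DMSO wells without ATP; some compounds past the cut are filed as inactive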
#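 Material – parental CHO cells · Reagent – ATP stimulus · Compound – single nominal dose of 5.6 µM per compound · Detection – Fluo-8 fluorescence · Read-out basis – percent inhibition of calcium signal · Controls – ATP-challenged DMSO wells low, unchallenged DMSO wells high · Repeats – no replicates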
# The depositor's hits bear a star; nt = no result given.
SMILES,TAAR1 ag,CHRM1 antagonist,M1 ag,TAAR1 antag,OXTR agonist,CHRM1 PAM,V1aR counter,OXTR potentiator,CHO parental Ca
CCOc1cc(/C=N\Nc2nc(Nc3ccccc3)nc(N3CCOCC3)n2)ccc1OC(=O)c1ccco1,3,10,-11,6,-1.6,-11,0.2,-4,-26
CC1=C(c2ccccc2)[N+](=O)C2(CCCC2)N1[O-],1,-7,-1,-5,2.0,8,1.6,-8,-4
O=C1c2ccccc2C(=O)N1CCCCON1C(=O)c2ccccc2C1=O,2,-5,-7,-13,-0.2,6,0.7,-4,-11
CCOC(=O)C1(CCc2ccccc2)CCN(C(=O)[C@@H]2C[C@@H](C)NC(=S)N2)CC1,14,-1,-6,6,-0.6,2,-0.2,-7,-16
Cc1ccc(C(=O)OCC(=O)N2CCCc3ccccc32)cc1C,-1,-17,-4,0,nt,10,nt,nt,nt
Cc1cccc(NC(=S)NNC(=O)CC(C)O)c1C (stereo not drawn),3,-13,0,-9,0.0,18,1.3,-3,-7
CCCN(CC(=O)Nc1cc(Cl)ccc1Cl)C(=O)c1ccccn1,7,-8,-1,-10,-0.2,4,-0.2,-7,-8
O=C1N(CN2CCOCC2)c2ccccc2C12OCC(CCl)O2 (stereo not drawn),1,-19,-2,14,-0.4,10,0.4,-13,-7
CC1=C(C)CC(C(=O)NCCc2ccccc2)C(C(=O)O)C1 (stereo not drawn),81*,-2,-4,91*,0.0,3,1.0,4,-7
CSc1ncccc1C(=O)OCC(=O)NCCc1ccccc1,-2,-8,-4,-10,0.3,8,0.7,2,-1
CC(=O)Nc1ccc(-c2csc(NNC(=O)c3ccc(C)cc3)n2)cc1,9,2,-2,7,-0.5,0,3.5,-19,-16
CCOC(=O)/C(C#N)=C/C1=C(N2CCOCC2)CC(C)(C)OC1,1,-18,-3,-15,-0.1,21,0.8,-2,4
O=C(COc1ccccc1)N1CCN(C(=O)Cc2ccccc2)CC1,1,-23,-3,-4,0.8,5,0.4,-3,-11
CS(=O)(=O)Nc1ccccc1-c1ccc2nccn2c1,1,-9,-4,6,nt,5,nt,nt,nt
O=C(CSc1nc2ccccc2[nH]1)NC1CCCc2ccccc21 (stereo not drawn),6,-2,-6,33,-0.2,2,2.0,-9,-22
CCCCCCCCCCCCN1C(=O)CSC1c1cccnc1 (stereo not drawn),-2,-28,-1,-16,-0.5,21,0.3,-9,1
COc1ccc(CNC(=O)CCC(=O)N2CCN(C(C)=O)CC2)cc1,2,-8,-2,-8,-0.1,9,0.8,0,-9
COc1ccc(C(=O)NCC(=O)OCC(=O)Nc2cccc(S(=O)(=O)N3CCCC3)c2)cc1,0,-12,-4,-12,-1.1,8,0.4,-2,-11
CC1(C)OC(=O)C(C(c2ccccc2)C(C#N)C(N)=O)=C(O)O1 (stereo not drawn),20,-3,-2,9,0.5,4,1.1,-10,-13
CCOC(=O)N1CCN(C(=O)Nc2ccc3nc(C)sc3c2)CC1,3,-20,5,-3,-2.0,8,-0.2,-1,-11
CC(C)(C)C(=O)NNC(=O)C1CC1(c1ccccc1)c1ccccc1 (stereo not drawn),4,-7,-1,0,-0.8,6,0.0,-12,-15
Cc1sc2nc(SCC(=O)N(CCO)CCO)nc(N)c2c1C,-1,-7,-5,10,0.1,8,0.7,-6,-3
c1ccc(Cc2nnc3sc(C4COc5ccccc5O4)nn23)cc1 (stereo not drawn),5,1,-4,9,1.7,5,1.3,-2,-14
COc1ccccc1C(C(=O)NC1CCCCC1)N(C(=O)c1csnn1)C1CC1 (stereo not drawn),-2,-7,-4,-9,-0.4,7,0.1,-2,-20
COc1ccc(N2CCN(C(=O)CSc3nnc(-c4ccco4)n3C)CC2)cc1,6,nt,nt,5,-0.5,nt,0.3,-7,-20
COc1cccc(NC(=O)N2CCCC2C(=O)Nc2ccc3c(c2)OCO3)c1 (stereo not drawn),1,-16,-1,-11,-1.0,10,-1.2,-3,1
Nc1[nH]n(-c2c(Cl)cc(Cl)cc2Cl)c(=O)c1N=Nc1ccc(S(=O)(=O)Nc2ncccn2)cc1,5,0,-1,-6,0.3,9,-0.1,-4,-16
Cc1ccc(/C=N/NC(=O)c2cccc(NC(=O)c3ccccc3Cl)c2)o1,4,9,-3,20,2.3,-7,6.5,-6,-5
Cc1ccc(OCCC(=O)Nc2ccccc2C(=O)NC2CC2)cc1,0,-7,-2,-31,nt,4,nt,nt,nt
CC(C(=O)NCCc1ccc(F)cc1)N1CCN(Cc2ccccc2)CC1 (stereo not drawn),0,-1,-6,-17,-1.1,-3,-0.5,-14,-14
CCOc1ccccc1N(CC(=O)Nc1cccnc1)S(=O)(=O)c1ccc(C)cc1,12,-5,-1,-2,-2.2,3,-1.3,-8,-19
CCCCc1nc2cc(C(=O)N(C)C(C)c3ccccn3)ccc2o1 (stereo not drawn),3,12,-5,-25,nt,-2,nt,nt,nt
CCc1ccc(NC(=O)C(C)OC(=O)/C=C/c2cccc([N+](=O)[O-])c2)cc1 (stereo not drawn),9,-17,0,1,1.9,16,4.6,-6,-7
COC(=O)c1c(NC(=O)CSc2ccccc2N)sc(C)c1C,4,1,-3,-6,-1.1,7,-0.7,-14,-20
Cc1cc(NC(=O)CN2CCN(C/C=C/c3ccccc3)CC2)c([N+](=O)[O-])cc1C,4,-4,-6,-10,0.1,4,0.4,-3,-1
CCCc1cc(C(=O)N2CCCC(Cc3cccc(Cl)c3)(C(=O)OCC)C2)n(C)n1 (stereo not drawn),1,6,-2,9,-2.0,0,-1.2,-9,-17
CC1=NN(c2ccccc2)C(=O)C1(C)C,0,-11,-2,-18,0.2,12,0.1,-9,-6
CS(=O)(=O)c1ccc2c(c1)SC1=NC(=O)/C(=C/c3ccco3)C(=N)N12,nt,-2,3,nt,2.4,-3,2.5,-4,1
Cc1ccc(-c2nnn(CC(=O)N(Cc3ccco3)C(C(=O)NC(C)(C)C)c3ccc(C)o3)n2)o1 (stereo not drawn),0,-17,-9,9,-1.9,12,-2.0,-7,-18
COc1ccc(OC)c(NC(=O)CC2Oc3ccccc3NC2=O)c1 (stereo not drawn),7,-12,-2,12,-0.7,10,-0.4,1,-19

# Compound profiles, as listed above:
# Listed for CC1(C)OC(=O)C(C(c2ccccc2)C(C#N)C(N)=O)=C(O)O1 (stereo not drawn) : TAAR1 ag = 20; CHRM1 antagonist = -3; M1 ag = -2; TAAR1 antag = 9; OXTR agonist = 0.5; CHRM1 PAM = 4; V1aR counter = 1.1; OXTR potentiator = -10; CHO parental Ca = -13
# Listed for COc1ccc(OC)c(NC(=O)CC2Oc3ccccc3NC2=O)c1 (stereo not drawn) : TAAR1 ag = 7; CHRM1 antagonist = -12; M1 ag = -2; TAAR1 antag = 12; OXTR agonist = -0.7; CHRM1 PAM = 10; V1aR counter = -0.4; OXTR potentiator = 1; CHO parental Ca = -19

# Next structures.
SMILES,TAAR1 ag,CHRM1 antagonist,M1 ag,TAAR1 antag,OXTR agonist,CHRM1 PAM,V1aR counter,OXTR potentiator,CHO parental Ca
CC(Oc1cccc(Cl)c1)C(=O)N1CCCN(C)CC1 (stereo not drawn),1,-13,-6,-2,0.6,13,0.8,-4,-12
CCCn1c(-c2ccccc2)nc2c(=O)n(C)c(=O)[nH]c21,5,-5,-2,-8,0.3,7,1.3,-3,-8
COc1ccc(CCN2CC(C(=O)NCc3ccccc3)CCC2=O)cc1 (stereo not drawn),0,-2,-2,-9,0.8,0,0.1,-3,-5
CC(C)C1Cc2nc(Cl)c(C#N)cc2CO1 (stereo not drawn),-1,1,-6,-10,-3.0,1,0.1,0,-13
C[C@H]1CC[C@]2(O[C@H](CCO)C[C@H](O)[C@H]2O)O1,2,-14,-1,15,-0.1,15,-0.2,-14,-4
CCOC(=O)C1CCN(c2c(NCCCN3CCCCC3)c(=O)c2=O)CC1,2,-17,-7,4,0.3,2,0.5,-4,3
CSc1ccc(CN2CCC2(C)C(=O)Nc2cccc(Oc3ccccc3)c2)cc1 (stereo not drawn),2,-6,0,-40,nt,-8,nt,nt,nt
CCOC(=O)Nc1ccc(S(=O)(=O)N2CCC(c3nc4ccccc4[nH]3)CC2)cc1,-1,-21,-8,-9,nt,12,nt,nt,nt
CCCC1S/C(=N/N=C/c2ccc(OC)cc2)N(Cc2ccc(OC)cc2)C1=O (stereo not drawn),1,-2,-4,4,2.5,0,2.9,-7,-17
C=CCN1CC2(c3ccccc3)CN(CC=C)CC(c3ccccc3)(C1)C2=O,7,-6,-6,-12,-1.7,6,-0.3,-2,-14
O=C(NC(Cc1ccccc1)C(=O)O)/C(=C/c1ccccc1)NC(=O)c1ccco1 (stereo not drawn),-1,-5,-2,-13,-0.3,7,0.4,0,-13
Cn1nnnc1SCCNS(=O)(=O)c1ccccc1,11,-10,-2,-3,-0.3,-2,0.4,-8,-3
CCCCC1CCC(C(=O)N(CCCC)c2c(N)n(CCCC)c(=O)[nH]c2=O)CC1 (stereo not drawn),3,5,-3,-28,0.3,-3,0.4,-2,-1
CC(Oc1ccccc1)c1ccn[nH]1 (stereo not drawn),4,-9,-7,0,0.1,5,0.6,0,-17
CCOc1ccccc1C(=O)N(Cc1ccc(C)o1)C1CCS(=O)(=O)C1 (stereo not drawn),4,9,-2,-28,-0.1,1,-0.9,-3,-9
Cc1ccc(NC(=O)CN(C)C(=O)CCCN2C(=O)c3ccccc3C2=O)cc1,3,-7,-6,5,-2.9,3,-0.2,-5,-29
CCOC(=O)c1[nH]c(C)c(C(=O)Nc2ccc(F)cc2)c1C,0,-13,-11,5,-1.0,-1,0.7,-18,-15
CCC1CCCCN1CCCNC(=O)c1ccc2c(=O)n(CCOC)c(=O)[nH]c2c1 (stereo not drawn),-4,0,-11,0,0.3,-4,0.6,-9,10
